Nrf2 activator – qHTS of Nrf2 Activators; actives 0.31% (n = 410,000); AREc32 ARE-luciferase reporter (MCF7-derived line), luminescence, 24 h; AID 624171, 2012; Potency, µM (series often up to 46.1 µM), for inactives: at the top dose activation, actives largely listed as activators; note: potency is the fitted concentration of half-maximal effect; % of control where 0% means no effect; nearly all actives have a fitted effect of over 65% in size
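For detection, Steady-Glo was added and plates sat 30 min at RT; before that, AREc32_Fluc cells grown overnight in OPTI-MEM/5% FBS had been treated with 23 nL compound for 24 hr at 37 deg C.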
Nrf2 inh – Nrf2 qHTS screen for inhibitors | A549 ARE-Fluc reporter, luciferase luminescence, 18-24 h | Potency, µM (highest dose often 46 µM), for the others: at the top dose activity change, negative = inhibition, most hits filed as inhibitors | actives 2.1% (n = 360,000) | AID 504444, 2011; note: potency is the fitted concentration of half-maximal effect; % is set by controls: 0 for no effect and ±100 for the full control effect; nearly all actives have a fitted effect of over 60% in size
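Concentration-response testing used A549 ARE_Fluc cells at 5000 cells/well. Following an 18-24 h compound incubation, viability was read by fluorescence (Ex 405/Em 525) and luciferase output by luminescence.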
IL2 activator – qHTS of IL-2 Activators; actives 0.065% (n = 360,000); IL-2 activation reporter assay, cell-based qHTS; stimulated with anti-CD3/CD4/CD28 beads; in transgenic mouse T cells; activation, % (series mostly up to about 46 µM); in the data active = activation above about 50%; inconclusive = mostly about 30% to 49%; note: 0% is about no effect
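Using fluorescent plate cytometry, EGFP and DsRed are detected in transgenic mouse T cells stimulated 18 h at 37 degrees C with antibody-coated beads after 60 min compound pretreatment.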
ATXN viability – Viability Counterscreen for Primary qHTS for Inhibitors of ATXN expression. S2 cells (HEK-293 line with an ATXN2-luciferase reporter) viability, CellTiter-Fluor protease fluorescence, 24 h. Potency, µM (highest dose often 56.7 µM), hits mostly cytotoxic. actives 0.49% (n = 400,000); note: potency is the fitted concentration of half-maximal effect; nearly all actives have a fitted effect of over 40% in size
TGFb SMAD3 inh – qHTS for Inhibitors of TGF-b. Potency, µM (titrated, usually from 46.1 µM), for inactives: at the top dose activity, negative = inhibition, hits mostly inhibitors. HepG2 CAGA-GFP TGF-b/SMAD3 reporter, GFP fluorescence, 18 h; TGF-beta stimulated, 500 pg/mL final. actives 1.2% (n = 410,000); note: potency is the fitted concentration of half-maximal effect; % is set by controls: 0 for no effect and ±100 for the full control effect; nearly all actives have a fitted effect of over 65% in size
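GFP signal (ex488/em500-530) from TGF-beta-stimulated HEPG2 CAGA-GFP cells, 500 pg/mL final, 18 h at 37 degrees C in DMEM plus 1% FBS, normalized to unstimulated and DMSO-stimulated controls.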
ATXN2 expr inh – Primary qHTS for Inhibitors of ATXN expression | HEK-293 ATXN2-luciferase reporter, luminescence, 24 h | Potency, µM (titrated, usually from 57 µM), without a hit: at the highest dose activity change, negative = inhibition, hits mostly inhibitors | actives 0.72% (n = 360,000); note: potency is the fitted concentration of half-maximal effect; % is set by controls: 0 for no effect and ±100 for the full control effect; nearly all actives have a fitted effect of over 55% in size
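ATXN2-luciferase reporter cells (luciferase flanked by upstream and downstream ATXN2 gene portions) were treated 24 h at 37 °C with compounds at up to 57 uM. SteadyGlo luminescence gave expression; GF-AFC fluorescence gave viability.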
HepG2 viability – qHTS for Inhibitors of TGF-b: Cytotox Counterscreen; HepG2 CAGA-GFP viability, ATP luminescence, 18 h; AID 588856, 2011; Potency, µM (titrated, usually from 46.1 µM), inactives show top-dose activity change, negative = cytotoxicity, most hits filed as cytotoxic; actives 0.76% (n = 410,000); note: potency is the fitted concentration of half-maximal effect; some results filed as inactive show a strong effect at the top dose
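HepG2 CAGA-GFP cells (1000/well, DMEM with 1% FBS) received compound, then TGF-beta at 500 pg/mL final, and were incubated 18 hours at 37 degrees C. Viability was read by CellTiter-Glo luminescence. Media-only wells were set as complete cell-killing and DMSO as no toxicity.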
EPAC2 ag – qHTS for Agonist of cAMP-regulated guanine nucleotide exchange factor 4 (EPAC2): primary screen | Rap guanine nucleotide exchange factor 4 (Homo sapiens), Q8WZA2 | Potency, µM (top dose mostly 154 µM), inactives show top-dose activation, actives largely listed as activators | EPAC2 activation, biochemical qHTS; response scale: 100% = 6.5 mM cAMP response | actives 0.079% (n = 360,000); note: potency is the fitted concentration of half-maximal effect; nearly all actives have a fitted effect of over 50% in size
Target sequence (Q8WZA2 whole entry, looked up): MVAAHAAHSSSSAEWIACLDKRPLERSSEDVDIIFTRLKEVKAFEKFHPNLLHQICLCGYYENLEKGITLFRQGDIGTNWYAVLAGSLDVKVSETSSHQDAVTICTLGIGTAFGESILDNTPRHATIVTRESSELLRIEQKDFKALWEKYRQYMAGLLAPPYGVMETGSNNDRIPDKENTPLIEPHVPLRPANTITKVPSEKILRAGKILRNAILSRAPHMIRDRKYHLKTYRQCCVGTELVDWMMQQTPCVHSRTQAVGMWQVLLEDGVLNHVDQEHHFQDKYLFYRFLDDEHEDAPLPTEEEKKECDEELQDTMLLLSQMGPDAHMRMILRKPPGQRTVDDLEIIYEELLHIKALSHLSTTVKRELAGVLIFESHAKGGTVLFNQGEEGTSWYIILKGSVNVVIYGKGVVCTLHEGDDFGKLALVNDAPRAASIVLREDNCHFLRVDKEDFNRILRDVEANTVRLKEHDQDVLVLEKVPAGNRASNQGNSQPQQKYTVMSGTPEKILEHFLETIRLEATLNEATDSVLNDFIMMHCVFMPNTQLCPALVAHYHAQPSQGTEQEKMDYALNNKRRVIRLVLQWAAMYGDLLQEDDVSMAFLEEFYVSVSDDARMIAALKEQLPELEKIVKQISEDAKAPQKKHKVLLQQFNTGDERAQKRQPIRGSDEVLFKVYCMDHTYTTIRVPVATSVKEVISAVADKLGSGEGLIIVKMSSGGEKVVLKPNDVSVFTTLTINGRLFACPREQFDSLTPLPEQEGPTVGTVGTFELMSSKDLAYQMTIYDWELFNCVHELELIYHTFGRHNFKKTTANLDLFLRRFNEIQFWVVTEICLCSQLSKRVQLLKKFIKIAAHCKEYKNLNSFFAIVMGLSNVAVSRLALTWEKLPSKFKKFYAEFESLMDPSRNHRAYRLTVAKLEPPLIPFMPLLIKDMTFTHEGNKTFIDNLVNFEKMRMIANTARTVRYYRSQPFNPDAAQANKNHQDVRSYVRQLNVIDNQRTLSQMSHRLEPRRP
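Readout is BODIPY fluorescence (480 nm excitation, 540 nm emission), which falls as labeled GDP is exchanged off Rap1B. EPAC2 at 100 nM acted on 250 nM RAP1B-BODIPY-GDP with 50 uM GDP present.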
A549 tox – Nrf2 qHTS screen for inhibitors: counterscreen for cytotoxicity; A549 ARE-Fluc cells, CellTiter-Fluor viability, 18-24 h; Potency, µM (doses to about 46 µM), without a hit: at the highest dose activity change, negative = cytotoxicity, most hits filed as inhibitors; actives 0.16% (n = 390,000); note: potency is the fitted concentration of half-maximal effect; % is set by controls: 0 for no effect and ±100 for the full control effect
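A549 ARE_Fluc cells in 5% FBS OPTI-MEM were exposed to compounds in concentration-response for 18-24 h at 37 deg C. Viability was read by CellTiter-Fluor fluorescence (Ex 405/Em 525) after 30 min, before the luciferase read.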
* hit, by the source's call; i = inactive; ? = inconclusive; · = no result given; & = joins results of further samples; [ ] = remark or other dose. Unless noted, calls come from the whole dose curve; as a rule, active = well fitted curve in the direction sought with a large enough effect; inconclusive = small, poorly fitted or top-dose-only effect, or another doubt; inactive = no such curve, though single readings can be large; an effect the other way counts as inactive or inconclusive.

The line under a structure holds: Nrf2 activator	Nrf2 inh	IL2 activator	ATXN viability	TGFb SMAD3 inh	ATXN2 expr inh	HepG2 viability	EPAC2 ag	A549 tox
Cc1ccc(C)c(S(=O)(=O)NCCC(=O)N2CCCC(C(N)=O)C2)c1 (configuration not stated)
    -0.2%	-12%	1.7	i	-5%	·	0%	7%	9%
Cc1ccc(Nc2nc(Nc3ccc(C)cc3)nc(SC3=NCCS3)n2)cc1
    0.4%	?	-3.7	?	?	-27%	-26%	8%	-22%
O=C(c1cc2ccccc2oc1=O)N(Cc1ccccc1)C1CCS(=O)(=O)C1 (configuration not stated)
    3.1%	5%	-2.1	i	19%	43%[activator]	-15%	-2%	4%
CC(C)=NOc1nc(N(C)C)nc(N2CCOCC2)n1
    -0.6%	11%	-0.2	i	?	1%	6%	0%	-1%
Cc1nn(CCC(=O)NNC(=S)Nc2ccccc2)c(C)c1Br
    0.6%	12%	1.2	i	?	3%	-5%	1%	2%
CC(C)CNC(=O)[C@H](Cc1ccccc1)NC(=O)c1cccs1
    0.2%	8%	-0.4	i	-1%	2%	-8%	3%	1%
Cc1cccc(N2C(=O)C(CC(=O)Nc3cccc(F)c3)N(Cc3cccs3)C2=O)c1 (configuration not stated)
    3.9%	1%	·	·	-22%	·	-36%	·	-4%
CCOC(=O)NCc1ccccc1
    0.6%	12%	0.5	i	-2%	1%	-7%	5%	3%
O=C(/C=C/c1cccc([N+](=O)[O-])c1)Nc1ccc(NC(=O)c2cccs2)cc1
    -0.6%	-6%	-0.9	?	9%	?	27%	1%	-3%
O=C(C1CCN(S(=O)(=O)c2c(Cl)cccc2Cl)CC1)N1CCCC1
    0.0%	10%	1.9	i	20%	-5%	3%	-4%	3%
CN(c1ccccc1)S(=O)(=O)c1ccc(C(=O)OCC(=O)NCc2cccs2)cc1
    -0.2%	27%	1.2	i	-25%	·	-13%	7%	2%
COc1ccccc1C(=O)NC(=O)COC(=O)C1(C)CC1(Cl)Cl (configuration not stated)
    0.3%	11%	0.1	i	-1%	9%	-2%	9%	3%
Cc1ccnn1C(C)C(=O)O (configuration not stated)
    -0.4%	25%	0.2	i	4%	6%	-3%	3%	0%
COc1ccc(OCC(=O)Nc2cccc3cccnc23)cc1
    0.0%	4%	1.1	·	0%	·	-29%	9%	-8%
O=C(CCc1nnc2ccc(NCc3ccco3)nn12)Nc1ccccn1
    14%	-13%	-0.8	i	0%	·	6%	2%	2%
Cc1cc(C)c(C)c(OCC(O)CN2CCN(c3ccccn3)CC2)c1 (configuration not stated)
    -0.1%	8%	-2.9	i	-30%	-12%	-29%	2%	2%
COc1cc(NC(=O)CN2CCCCCC2)cc(OC)c1
    0.6%	-7%	-2.3	i	1%	-16%	-1%	7%	1%
CC1CN(S(=O)(=O)c2cccc(C(=O)Nc3ccccc3N3CCCC3)c2)CC(C)O1 (configuration not stated)
    3.5%	23µM*	-1.2	i	-18%	-24%	-12%	20%	-12%
O=C(CC1SC(N2CCCC2)=NC1=O)Nc1ccc(C(=O)NCCc2ccc(F)cc2)cc1 (configuration not stated)
    0.3%	-30%	1.5	i	-8%	3%	0%	4%	8%
COc1cc(C)ccc1OCc1cc(C(=O)N(C)CCCN2CCOCC2)no1
    0.8%	?	-0.2	i	-4%	43%[activator]	-2%	6%	3%
Cc1cc(S(=O)(=O)N2CCCC2C(=O)N2CCOCC2)c(C)cc1Cl (configuration not stated)
    -0.2%	5%	-1.8	i	15%	0%	4%	0%	-9%
CN(CCc1ccccc1)C(=O)c1cc(COc2cccc(C(F)(F)F)c2)on1
    5.8%	?	-0.6	i	?	·	-62%	-1%	6%
CC(=O)C1=C(C)NC(C)=C(C(C)=O)C1c1cn(-c2ccccc2)nc1-c1cccs1
    7.8%	-18%	-0.8	i	?	21%	4%	7%	-18%
CCc1cccc(C)c1NC(=O)NC1COc2ccccc2C1 (configuration not stated)
    0.2%	·	·	·	7%	·	-12%	·	3%
COc1ccccc1-n1c(SCC(=O)N2CCc3ccccc32)nc2c(c1=O)SCC2
    3.0%	0%	-0.9	i	-16%	12%	-2%	-6%	0%
O=C(CNS(=O)(=O)c1ccccc1)NCC(=O)OCc1ccc(Br)cc1
    -1.1%	0%	-1.1	i	-1%	·	-10%	-3%	-2%
Cc1ccccc1Nc1nnc(C)c(=O)[nH]1
    0.5%	15%	-2.9	?	-13%	-7%	-6%	-2%	-3%
O=C(Nc1cc(C(F)(F)F)ccc1Cl)c1cc(S(=O)(=O)NCc2ccccc2)ccc1F
    0.2%	·	·	i	12%	4%	-1%	·	10%
Cc1cc(C)nc(N(C#N)Cc2cccc3ccccc23)n1
    0.1%	-1%	-1.8	i	2%	-12%	-28%	8%	-3%
O=C(/C=C(\O)c1ccccc1)C(=O)NNC(=O)c1ccccc1[N+](=O)[O-]
    0.4%	-1%	-2.2	i	-3%	6%	-7%	12%	0%

Remaining list, next part:
The line under a structure holds: Nrf2 activator	Nrf2 inh	IL2 activator	ATXN viability	TGFb SMAD3 inh	ATXN2 expr inh	HepG2 viability	EPAC2 ag	A549 tox
O=C(CCCn1c(SCC(=O)NCCc2ccccc2)nc2ccccc2c1=O)NCC1CCCO1 (configuration not stated)
    -0.2%	8%	0.3	i	1%	-16%	-1%	3%	0%
CC(=O)Nc1ccc(S(=O)(=O)NCCc2csc(C)n2)cc1
    0.2%	2%	-2.0	i	-18%	-5%	9%	4%	10%
O=C(O)c1cscc1Cc1cccs1
    -0.1%	·	-1.6	i	4%	·	1%	-5%	·
Cc1cc(C)cc(NS(=O)(=O)c2ccc3[nH]cc(C(=O)NCc4ccco4)c(=O)c3c2)c1
    -0.2%&11%	16µM*	0.7	?	?	?	-51%&-59%	-4%	-11%&-12%
C=CCSc1nnc2nc3c(nn12)c1cc(C)ccc1n3CC=C
    -0.1%	-20%	0.1	i	3%	12%	-3%	-4%	-5%
N#CCC(=O)N/N=C/c1cn(Cc2ccc(Cl)cc2Cl)c2ccccc12
    5.3%	-2%	2.4	i	?	-1%	-42%	1%	-2%
COc1ccc(-c2cn3c(C)c(C(=O)N4CCN(c5ccccc5F)CC4)sc3n2)cc1
    0.4%	?	-3.1	?	?	-33%	-32%	5%	-21%
COc1cccc(NC(=O)Cn2c(-c3cncs3)nc3ccccc32)c1
    -0.5%	·	5.9	i	3%	12%	-7%	8%	3%
COc1ccc(C(=O)NCCCN2CCN(CCCNC(=O)c3ccc(OC)c(OC)c3)CC2)cc1OC
    0.5%	4%	-0.2	i	7%	-19%	-3%	14%	2%
CN(Cc1ccccc1Cl)C(=O)CNC(=O)C12CC3CC(CC(C3)C1)C2
    0.1%	4%	0.0	i	-15%	1%	-27%	4%	14%
O=C(NCc1ccc(F)cc1)c1cc(C2CCCCN2S(=O)(=O)c2ccc(F)cc2F)on1 (configuration not stated)
    0.6%	·	-0.5	i	-22%	-10%	-20%	9%	·
CCN(CC)C(=O)[C@H]1CC(CC(=O)NCc2cccc(C(F)(F)F)c2)C(=O)N2CCc3c([nH]c4ccc(OC)cc34)[C@]12C (some centres not stated)
    6.3%	?	-0.3	?	8.9µM*	?	-4%	1%	-7%
COc1ccc(N=C2S/C(=C\c3cc(C)n(C)c3C)C(=O)N2C)cc1
    2.4%	?	-0.1	i	?	-12%	-21%	6%	-14%
O=C(O)C1=C(OCc2ccccc2)C(=O)NCC1
    -0.4%	0%	-0.6	i	-21%	-4%	-11%	10%	1%
O=C(CN1CCc2ccccc2C1)Nc1cccc(S(=O)(=O)N2CCOCC2)c1
    -0.2%	?	-1.0	i	-17%	-15%	-14%	10%	-9%
O=C(CSc1ncnc2[nH]ncc12)Nc1cccc(Oc2ccccc2)c1
    8.4%	?	-2.5	i	-2%	-14%	-13%	32µM*	3%
O=C(CNCc1ccco1)Nc1cc(S(=O)(=O)N2CCOCC2)ccc1N1CCCC1
    -0.8%	-15%	0.5	i	-1%	·	5%	10%	-8%
Cc1c(-c2cccc(NC(=O)Cc3ccccc3)c2)nc2ncccn12
    5.8%	·	·	·	-24%	·	-1%	·	2%
COc1ccc(N(CC(=O)Nc2cccnc2)S(=O)(=O)c2ccccc2)cc1OC
    0.3%	-6%	0.3	i	?	0%	-9%	2%	3%
O=C(Nc1ccncc1)c1ccc([N+](=O)[O-])cc1Cl
    0.1%	-21%	-7.7	i	-1%	34%[activator]	2%	-9%	2%
CCN(CC)C(=O)CSc1ncnc2c1nnn2-c1ccc(F)cc1
    0.5%	7%	1.0	i	-2%	-2%	-8%	3%	1%
COc1ccc(NC(=O)CCc2nc(-c3ccccc3F)no2)cc1
    0.2%	·	-2.5	i	-12%	-3%	-13%	0%	-16%
Cc1ccc(OCC(=O)Nc2ccc(S(=O)(=O)N3CCOCC3)cc2)c(C)c1
    3.1%	?	-0.3	i	-4%	7%	15%	5%	-12%
Cc1ccc(Nc2nc(CSc3nnnn3C)cs2)cc1
    3.4%	?	-0.4	i	14%	40%[activator]	3%	4%	?

Arranged by the number under Nrf2 activator (high to low): three from the list above
Structure | Nrf2 activator | IL2 activator | EPAC2 ag
N#CCC(=O)N/N=C/c1cn(Cc2ccc(Cl)cc2Cl)c2ccccc12 | 5.3% | 2.4 | 1%
O=C(NCc1ccc(F)cc1)c1cc(C2CCCCN2S(=O)(=O)c2ccc(F)cc2F)on1 (configuration not stated) | 0.6% | -0.5 | 9%
COc1ccc(C(=O)NCCCN2CCN(CCCNC(=O)c3ccc(OC)c(OC)c3)CC2)cc1OC | 0.5% | -0.2 | 14%

Screening results (PubChem)
